Bioassay records deposited in PubChem BioAssay by Sanford-Burnham Center for Chemical Genomics.
CXCR6 inh = CXCR6 (human) receptor inhibition; O00574; CHO-K1 PathHunter CXCR6 beta-arrestin, luminescence; inhibition, % at 20 µM; actives 0.36% (n = 360,000); in the data active = inhibition above about 34%, passing the limit was not always enough;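 note: antagonist mode with CXCL16 agonist at 10 nM final; 0% = 10 nM CXCL16 with DMSO and 100% = unstimulated wells without agonist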
Target sequence (O00574 whole entry, looked up): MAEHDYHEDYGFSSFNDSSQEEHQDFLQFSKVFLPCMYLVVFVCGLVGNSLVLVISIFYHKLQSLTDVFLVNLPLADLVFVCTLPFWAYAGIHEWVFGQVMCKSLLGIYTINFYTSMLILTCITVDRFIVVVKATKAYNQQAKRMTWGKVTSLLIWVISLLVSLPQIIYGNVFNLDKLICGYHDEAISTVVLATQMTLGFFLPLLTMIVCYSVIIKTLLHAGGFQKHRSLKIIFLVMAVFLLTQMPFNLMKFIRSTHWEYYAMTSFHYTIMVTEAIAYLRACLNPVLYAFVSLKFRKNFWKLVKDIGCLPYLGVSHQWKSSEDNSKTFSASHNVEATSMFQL
697 NFkB inh = lowers PMA/ionomycin-induced NF-kB signal in 697 B cells. 697 B-cell NF-kB luciferase reporter, 16 h. inhibition, % at 4 µM. actives 0.33% (n = 330,000). AID 435022; in the data active = inhibition above about 35%
Gli-Sufu antag = Gli-Sufu pathway antagonism; actives 0.74% (n = 340,000); AID 588413; Sufu-KO-LIGHT fibroblasts, Gli luciferase reporter luminescence; inhibition, % at 5 µM;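 active = inhibition above about 55%, limit read from the data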;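 note: 0% = DMSO-treated cells and 100% = wells with medium but no cells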
EBI2 block = antagonists of human EBI2 receptor; P32249; EBI2 beta-arrestin recruitment, luminescence, 7a,25-OHC stimulated; inhibition, % at 5 µM; actives 0.81% (n = 360,000); in the data active = inhibition above about 38%;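 note: enzyme fragment complementation signal reports receptor beta-arrestin coupling in cells; 0% = agonist plus DMSO wells and 100% = wells without agonist; some results beyond the cut were filed as inactive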
Target sequence (P32249 whole entry, looked up, the tested form may be a part): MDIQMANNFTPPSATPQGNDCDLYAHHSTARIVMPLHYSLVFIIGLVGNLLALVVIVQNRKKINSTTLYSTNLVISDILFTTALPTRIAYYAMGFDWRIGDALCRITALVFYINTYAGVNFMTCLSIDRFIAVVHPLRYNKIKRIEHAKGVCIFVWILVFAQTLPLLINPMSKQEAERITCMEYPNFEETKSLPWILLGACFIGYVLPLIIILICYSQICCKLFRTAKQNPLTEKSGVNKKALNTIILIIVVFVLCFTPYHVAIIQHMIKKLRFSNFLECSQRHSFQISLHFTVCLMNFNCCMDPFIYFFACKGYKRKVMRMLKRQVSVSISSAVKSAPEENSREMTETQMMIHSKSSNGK
Jurkat NFkB inh = lowers PMA/ionomycin-induced NF-kB signal in Jurkat cells; PMA/ionomycin-induced NF-kB luciferase reporter, luminescence; inhibition, % at 4 µM; actives 0.53% (n = 330,000); in the data active = inhibition above about 50%
Mdm2-MdmX inh = disrupts the human Mdm2-MdmX interaction; AID 485346; O15151+Q00987; inhibition, % at 8 µM; SaOS-2 split-luciferase Mdm2/MdmX complementation, luminescence; actives 3% (n = 330,000);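 active = inhibition of at least 50% at 8 µM in the primary screen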
UPR CHOP act = apoptotic UPR (CHOP) activation. CHO-CHOP luciferase reporter, luminescence; percent of tunicamycin response over DMSO baseline. activation, % at 10 µM. actives 0.34% (n = 330,000). AID 449763;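 active = at 10 µM dose, activation of 40% or more, normalized to positive control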;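 note: 100% = tunicamycin at 10 µg/mL and 0% = DMSO alone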
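Material: CHO-CHOP cells, stable luciferase reporter of PERK-eIF2a-CHOP signalling; quantity: 500 reporter cells seeded per well; buffer or medium: F12 medium containing 10% fetal bovine serum; compound: one dose, 10 µM in 0.5% DMSO; incubation: 6 h compound treatment, 37 °C; measured by: Steady-Glo luciferase luminescence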
CCR6 antagonist = blocks CCL20-driven beta-arrestin recruitment at human CCR6; AID 493098; actives 0.49% (n = 340,000); inhibition, % at 20 µM; P51684; CHO-K1 CCR6 PathHunter beta-arrestin, luminescence, CCL20-stimulated;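 active = compounds whose inhibition of the agonist-driven luminescence signal at 20 µM reaches about 50%, limit read from the data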;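 note: cells stimulated with CCL20 at 14 nM final; plate controls were DMSO with CCL20 for no effect and DMSO without agonist for full effect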
XBP1 UPR activ = activators of adaptive arm of unfolded protein response (XBP1) | CHO-XBP1 luciferase reporter, IRE1-XBP1 UPR activation, luminescence; percent of tunicamycin response, DMSO as zero | activation, % at 20 µM | actives 0.33% (n = 330,000);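 active = versus positive control, 20 µM dose yields 30% or more activation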;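 note: 100% = tunicamycin at 10 µg/mL and 0% = DMSO only wells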
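Material: CHO cell line with stable XBP1 luciferase reporter; buffer or medium: F12 medium containing 10% fetal bovine serum; compound: single point, 20 µM final compound, 1% DMSO; incubation: 6 h treatment, 37 °C; measured by: glow luminescence from Steady-Glo reagent; evaluation: activation, % of tunicamycin; control set: tunicamycin high, DMSO low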
* marks the source's active call; other numbers are inactive results; x = not tested or not shown.

Order of values: CXCR6 inh	697 NFkB inh	Gli-Sufu antag	EBI2 block	Jurkat NFkB inh	Mdm2-MdmX inh	UPR CHOP act	CCR6 antagonist	XBP1 UPR activ
1	NC(=O)c1sc(=S)n2c1[nH]c(=O)c1sccc12
 : 13	13	-9	0	-10	7	0.9	11	1
2	CCOC(=O)c1c2c(n(C)c1C)C(=O)C(=O)c1ccc(Br)cc1-2
 : -16	3	-7	22	52*	95*	-7.4	-1	-4
3	CC(=O)c1ccc(S(=O)(=O)N(C)CC(=O)NCc2ccco2)cc1
 : 3	-19	-22	-5	-9	16	2.9	-4	8
4	C[C@@H](OC(=O)N(C)Cc1ccccc1)[C@H]1O[C@]2(C)CCCC[C@H]1O2
 : -16	-17	-1	-5	14	7	0.4	-3	0
5	CCc1ccc(-n2c(SCC(=O)Nc3ccc(C(=O)O)cc3)nnc2-c2ccncc2)cc1
 : x	23	-2	x	16	11	-0.4	12	-1
6	COc1cc(C(=O)OCC(=O)NCCN2C(=O)CSC2=O)ccc1OCc1c(C)noc1C
 : 2	23	16	-7	6	9	-2.6	-9	-2
7	CCOC(=O)N1CCN(S(=O)(=O)c2ccc(Br)s2)CC1
 : -3	-9	3	-15	-1	-2	1.1	-12	-1
8	COC(=O)[C@@H](N)Cc1ccc(O)c(O)c1
 : 7	5	0	-6	-2	14	-1.8	2	-7
9	CCOc1ccccc1NC(=O)c1ccccc1-c1nc(-c2ccccc2OC)no1
 : 3	13	2	11	-12	18	-2.4	13	-1
10	O=C(c1ccc(Cl)cc1)N1CCCCC(Cl)C1=O (configuration not stated)
 : 4	15	-6	-1	3	21	3.2	3	1
11	CC1SCC(=NOCc2c(Cl)cccc2Cl)CS1 (configuration not stated)
 : 1	-33	-8	13	2	-25	5.1	12	7
12	O=C(NCc1ccc2c(c1)OCO2)c1cc(-c2cc(Cl)ccc2O)n[nH]1
 : 6	15	0	-2	-2	26	-1.3	13	-3
13	Cc1ccc(CN2C3=NCCN3c3ccccc32)cc1
 : -2	-7	7	-1	-2	15	0.7	9	1
14	Oc1ccccc1-c1cc(-c2ccccc2)no1
 : 6	-109	15	4	-165	-193	5.1	23	-1
15	CCCCC(=O)Nc1ccccc1N1CCN(c2ccccc2)CC1
 : -2	-6	-7	-10	-4	12	-0.6	-5	7
16	CN(CCc1ccccc1)C(=O)c1ccc(NC(=O)Cc2ccc(NC(=O)C3CCCN(C(=O)CCc4ccccc4)C3)cc2)cc1 (configuration not stated)
 : 3	x	41	21	x	x	x	-7	x
17	C=CCn1c(COc2ccccc2-c2ccccc2)nnc1SCC(=O)NC(=O)NCc1ccco1
 : 3	-6	0	9	0	12	0.5	-8	-2
18	O=C(CSc1nnc2sc3ccccc3n12)NCc1ccco1
 : -9	7	3	-19	14	17	0.5	-12	0
19	O=C(CNc1cc(S(=O)(=O)N2CCOCC2)ccc1N1CCCC1)NCc1ccco1
 : -2	10	0	-9	-4	-40	0.8	-3	-3
20	Cc1nc(NC(=O)c2ccccc2)nc2cc3c(cc12)OCO3
 : -9	-39	-46	-17	-65	-52	3.1	16	-2
21	C[C@@]12C(=O)Nc3ccc(Br)cc3C(=O)N1[C@H]1c3cc(Br)ccc3OC[C@@H]1[C@@H]2c1ccccc1
 : 9	15	3	-14	17	27	1.7	-5	0
22	COc1ccc(S(=O)(=O)NC(CC(=O)NCCc2ccc(OC)c(OC)c2)c2ccco2)cc1 (configuration not stated)
 : -7	1	6	-6	-15	6	-2.9	2	-1
23	Cn1c(Cc2c[nH]c3ccccc23)n[nH]c1=S
 : 7	8	5	-5	4	8	-1.5	7	-2
24	COc1cccc(C2CC(c3ccc(C)cc3)Nc3nc(N)nn32)c1 (configuration not stated)
 : -2	3	-4	-5	6	12	-1.8	7	-1
25	CC(C)(C)OC(=O)[C@H](Cc1ccccc1)NC(=O)c1nc[nH]c1C(=O)N[C@@H](CCCCN)C(=O)OC(C)(C)C
 : 5	-11	-5	-9	-16	24	2.0	12	0
26	COc1cc(NC(=O)CSc2nc3c(c(=O)[nH]2)CCCC3)cc(OC)c1OC
 : -16	2	-2	-5	-6	31	0.7	-4	0
27	COc1ccc(-c2nc3ccccc3n2Cc2ccccc2)cc1
 : 9	-1	8	-3	4	19	-1.2	23	-2
28	COc1ccc(C(=O)C(CO)Oc2ccccc2OC)cc1OC (configuration not stated)
 : 7	12	1	7	3	11	-0.9	-3	-2
29	O=C(CC(c1ccccc1)c1cc(Cl)ccc1O)N1CCCC1 (configuration not stated)
 : 1	-12	-6	-10	-4	-20	-1.0	-1	-2
30	Fc1ccc(NC(=S)NNc2ncc(C(F)(F)F)cc2Cl)c(F)c1
 : 81*	-32	25	19	5	77*	-3.0	92*	-1
31	COC(=O)c1n[nH]n(-c2cc(Cl)cc(Cl)c2)c1=O
 : -1	2	-1	2	-4	3	0.0	-5	-1
32	Nc1c(C(=O)N2CCOCC2)sc(=S)n1-c1ccccc1
 : -19	22	-4	-5	9	4	-0.8	0	-1
33	CC(=O)c1ccc(S(=O)(=O)N2CCC(C(=O)Nc3ncc(C)s3)CC2)cc1
 : 1	8	6	-4	18	8	-1.8	13	-2
34	Clc1ccc(C(c2nnnn2CCc2ccccc2)N2CCSCC2)cc1 (configuration not stated)
 : 6	-5	12	22	5	0	1.3	11	0
35	CN(C)c1ccc(/C=C2\CCCCC2=O)cc1
 : 3	-126	-13	7	-85	-127	4.9	-2	-1
36	CCOC(=O)C(C(=O)OCC)C(c1ccccc1)N1CCN(c2ccccc2)CC1 (configuration not stated)
 : 18	x	2	-23	x	x	x	9	x
37	O=C(CSc1ccc(-c2cccnc2)nn1)N1CCCCC1
 : 5	-6	-1	0	0	13	3.3	8	-2
38	Cc1cc(C)c[n+](C[n+]2cc(C)cc(C)c2)c1
 : 3	0	2	-1	21	-27	0.4	1	-2
39	O=C(O)CSc1ccc2ccccc2n1
 : 4	-21	0	0	-6	30	5.0	-10	-4
40	C=CC[C@H](CC(=O)NCCO)C(=O)N[C@@H](C)COC(=O)[C@@H](CC=C)CC(=O)OC(C)(C)C
 : -1	8	-3	-5	-2	-9	-0.1	-1	-2

An excerpt of these results, in transposed form.
#32 Nc1c(C(=O)N2CCOCC2)sc(=S)n1-c1ccccc1
#33 CC(=O)c1ccc(S(=O)(=O)N2CCC(C(=O)Nc3ncc(C)s3)CC2)cc1
#34 Clc1ccc(C(c2nnnn2CCc2ccccc2)N2CCSCC2)cc1 (configuration not stated)
#35 CN(C)c1ccc(/C=C2\CCCCC2=O)cc1
#36 CCOC(=O)C(C(=O)OCC)C(c1ccccc1)N1CCN(c2ccccc2)CC1 (configuration not stated)
#37 O=C(CSc1ccc(-c2cccnc2)nn1)N1CCCCC1
#38 Cc1cc(C)c[n+](C[n+]2cc(C)cc(C)c2)c1

entry no.	32	33	34	35	36	37	38
CXCR6 inh	-19	1	6	3	18	5	3
697 NFkB inh	22	8	-5	-126	x	-6	0
Gli-Sufu antag	-4	6	12	-13	2	-1	2
EBI2 block	-5	-4	22	7	-23	0	-1
Jurkat NFkB inh	9	18	5	-85	x	0	21
Mdm2-MdmX inh	4	8	0	-127	x	13	-27
UPR CHOP act	-0.8	-1.8	1.3	4.9	x	3.3	0.4
CCR6 antagonist	0	13	11	-2	9	8	1
XBP1 UPR activ	-1	-2	0	-1	x	-2	-2

(cont.)
No. | structure | CXCR6 inh | 697 NFkB inh | Gli-Sufu antag | EBI2 block | Jurkat NFkB inh | Mdm2-MdmX inh | UPR CHOP act | CCR6 antagonist | XBP1 UPR activ
41 | CN(C)CCNC(=O)c1c(CSc2ccc(Cl)cc2)noc1C(=O)NCc1ccccc1 | 0 | 8 | 11 | 1 | 19 | 27 | 0.8 | 2 | 4
42 | COC(=O)CSc1nnc(C)c(=O)[nH]1 | -5 | 2 | 0 | 1 | -3 | 7 | -1.5 | -13 | -1
43 | CCC/C(O)=C1\C(=O)CC(C)(C)CC1=Nc1ccc(OC)cc1OC | 0 | -40 | 4 | 9 | 62* | 40 | -0.5 | -6 | 0
44 | CC(=O)c1c(C)[nH]c(C(=O)OCC(=O)N(CC(C)C)C2CCS(=O)(=O)C2)c1C (configuration not stated) | -2 | 9 | -8 | -16 | 5 | 14 | 0.6 | 5 | -1
45 | CC1(C)CC(=O)C(C2c3ccccc3Oc3ccccc32)C(=O)C1 | 8 | 29 | -4 | 10 | 4 | 21 | -2.3 | -5 | -4
46 | COCc1cc(C)nc(OCC(=O)N/N=C/c2ccccc2O)c1C#N | -7 | -43 | -1 | -3 | 1 | -7 | -2.4 | -6 | -2
47 | CCCOc1ccc(C(=O)Nc2ccc(N3CCN(C(=O)c4ccco4)CC3)cc2)cc1 | -3 | -18 | 13 | 3 | -2 | 48 | -1.3 | -10 | 10
48 | COc1ccc(C(C(=O)NCc2ccccc2)N(Cc2ccco2)C(=O)c2snc(C(N)=O)c2N)cc1OC (configuration not stated) | -1 | 9 | -23 | -8 | -4 | 13 | 1.3 | 5 | -4
49 | O=[N+]([O-])c1ccc(CNc2ccc(Cl)cc2)s1 | -26 | -10 | 21 | 10 | 8 | 2 | 1.0 | 36 | -5
50 | Cc1ccc(S(=O)(=O)Nc2nsc(N)n2)cc1 | 4 | 6 | -9 | -8 | 4 | 14 | -0.9 | -6 | -3
51 | Cc1nc2ccccn2c1C(=O)NN=C1C2CC3CC(C2)CC1C3 | -21 | 9 | -4 | -9 | -9 | -4 | -1.3 | -9 | -1
52 | CCc1ccccc1-n1c(SCC(=O)NC)nnc1-c1cccnc1 | 5 | -5 | 1 | -5 | 0 | 3 | 0.4 | 6 | -5
53 | COc1ccc(OCC(=O)N2CCN(c3cccc(Cl)c3)CC2)cc1 | 4 | -10 | -16 | 86* | -1 | -9 | 0.2 | 8 | -3
54 | O=C(C1CCN(S(=O)(=O)c2cccs2)CC1)N1CCCCCC1 | 2 | 16 | -24 | -3 | 1 | -21 | 2.1 | 1 | -1
55 | O=C(Cn1cnc2ccccc21)Nc1cc(C(F)(F)F)ccc1N1CCOCC1 | 2 | -1 | 7 | -4 | -2 | -45 | -2.0 | 8 | -2
56 | CCCC(=O)Nc1ccc(C=C(C(C)=O)C(C)=O)cc1 | -6 | 25 | 2 | -16 | 7 | 18 | 3.8 | 12 | -2
57 | C=CCNC(=O)Nc1ccc(Cl)cn1 | -3 | 8 | -22 | -2 | -9 | 18 | -2.3 | 0 | 0
58 | CCOc1cc(N2CCOCC2)c(OCC)cc1NC(=O)C(C)(C)C | -8 | -17 | 3 | 7 | -3 | -35 | 0.0 | -7 | 0
59 | N#C/C(=C\c1cccn1-c1ccccc1)C(=O)NC1CCCCC1 | 6 | -10 | -6 | 13 | 43 | 45 | 0.0 | 12 | -1
